Screens from PubChem BioAssay.
XiGFP reactiv = X-chromosome reactivation activator; XiGFP mouse fibroblasts, % GFP-positive cells imaging, 3 d; cells co-treated with 5-aza-dC sensitizer; scaled so ellipticine positive control = 100%; activation, % at 7.58 µM; hit rate 0.055% among 360,000;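 active = mean normalized replicate activation at least 10% and every replicate at or above 10%; inconclusive = only one of the two criteria met; inactive = mean below 10% and not all replicates reach 10%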;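 note: 0% = median of on-plate neutral control wells and 100% = ellipticine 6 µM median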
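Schedule: 3 d treatment, 15 min room-temperature fixation; system: 68-5-11 XiGFP fibroblast line; buffer or medium: DMEM plus 5-aza-dC sensitizer; control set: ellipticine 6 µM positive control; compound: one concentration, pinned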
ERp5 inh = ERp5 (human) disulfide isomerase inhibition. hit rate 0.05% among 350,000. inhibition, % at 9.99 µM. Q15084. ERp5 insulin aggregation, absorbance 650 nm, 90 min;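 active = mean replicate inhibition above about 25%, with every replicate also reaching it, limit read from the data, passing the limit was not always enough; inconclusive = only one of those two criteria met; inactive = neither criterion met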
S100A4 inh HTS = blocks human S100A4 binding to myosin IIA peptide; P26447; S100A4/TAMRA-MyoIIA peptide fluorescence polarization; inhibition, % at 10.7 µM; hit rate 0.14% among 360,000; AID 652163;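 active = mean inhibition of at least 70% across replicates, with every replicate also reaching that level; inconclusive = mean inhibition reaches 70% but some replicates fall short; inactive = mean inhibition below 70%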
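Assay system: human S100A4 monomer with TAMRA-labelled myosin IIA peptide / Buffer or medium: Calcium-containing HEPES buffer, pH 7.2 / Reagent: TAMRA-labelled myosin IIA heavy-chain peptide probe, 5 nM / Compound: one dose per compound / Timing: polarization read 5 min after assay mix addition, stable 5–60 min / Benchmarks: neutral control DMSO, positive control TFP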
ERAP1 HTS inh = blocks human ERAP1 aminopeptidase activity. inhibition, % at 10.7 µM. recombinant ERAP1, Leu-AMC fluorescence, 60 min. hit rate 0.15% among 340,000. Q9NZ08;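 active = mean replicate inhibition of at least 30%, or all replicates individually reaching that 30% level; inactive = mean below 30% and not every replicate reaching it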;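 note: 0% = neutral control wells and 100% = L-leucinethiol positive control wells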
E-selectin induc = induces E-selectin expression in human endothelial cells; hit rate 0.37% among 260,000; AID 686992; HUVEC E-selectin immunofluorescence imaging; normalized: neutral wells 0, TNF-alpha wells 100; activation, % at 7.58 µM; P16581;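 active = mean E-selectin-positive cell signal at least 10% of the positive control, reached in at least 60% of replicates, without over 20% cell loss; inconclusive = no rule given, readout overlaps actives, possibly toxicity-flagged; inactive = the rest, including those meeting only one limit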;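 note: in these data hits start at about 27%; measured in HUVEC primary endothelial cells; signal is the percent of cells scored E-selectin positive by PE staining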
Target sequence (P16581 whole entry, looked up): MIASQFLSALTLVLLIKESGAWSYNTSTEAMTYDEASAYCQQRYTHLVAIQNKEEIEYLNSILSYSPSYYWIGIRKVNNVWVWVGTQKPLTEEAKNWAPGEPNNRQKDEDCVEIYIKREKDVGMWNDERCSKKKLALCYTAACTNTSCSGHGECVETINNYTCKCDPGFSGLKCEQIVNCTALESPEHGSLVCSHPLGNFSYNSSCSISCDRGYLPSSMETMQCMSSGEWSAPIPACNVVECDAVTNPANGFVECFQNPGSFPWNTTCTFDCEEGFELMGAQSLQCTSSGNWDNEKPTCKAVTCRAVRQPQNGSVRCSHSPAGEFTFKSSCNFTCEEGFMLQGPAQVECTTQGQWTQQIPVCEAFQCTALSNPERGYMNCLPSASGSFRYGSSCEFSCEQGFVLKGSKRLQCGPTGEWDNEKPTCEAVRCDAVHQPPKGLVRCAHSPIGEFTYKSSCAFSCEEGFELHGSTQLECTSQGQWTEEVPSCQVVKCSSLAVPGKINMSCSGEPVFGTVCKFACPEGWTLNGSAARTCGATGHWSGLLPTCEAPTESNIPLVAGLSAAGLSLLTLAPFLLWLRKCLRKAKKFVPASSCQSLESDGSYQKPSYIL
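Test system: HUVEC | Signal: Immunofluorescence imaging | Read-out: Percent E-selectin-positive cells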
RAD54 inh = inhibitors of human RAD54 branch migration; Q92698; RAD54 Holliday junction branch migration, FAM/BHQ fluorescence; inhibition, % at 10.4 µM; hit rate 0.14% among 360,000;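 active = mean normalized replicate activity at least 40 and at least half of replicates scoring 40 or more; inconclusive = only one of the two criteria met; inactive = mean below 40 and under half of replicates reaching 40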;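 note: 0% = median of neutral control wells and 100% = median of positive control wells; inhibitors cause a drop in the FAM fluorescence signal; in these data hits start at about 50%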
esBAF inh = inhibitors of esBAF chromatin remodeling in mouse ES cells. Bmi1-luciferase knock-in reporter, 24 h; 100% = twice the neutral-well signal. reporter increase, % at 12.5 µM. hit rate 2% among 350,000; in the data active = activation above about 40%; inconclusive = no clear call, values can overlap the other calls;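 note: 0% = median of the plate's neutral control wells and 100% = double that signal; a rise in the Bmi1 reporter signal indicates esBAF inhibition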
RAD52 anneal inh = RAD52 (human) annealing inhibition; P43351; recombinant RAD52 DNA annealing, FRET fluorescence; inhibition, % at 18.7 µM; hit rate 0.46% among 360,000; AID 651710;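 active = every replicate showing at least 50% inhibition; inconclusive = mean inhibition at least 50% but not in every replicate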
Target sequence (P43351 whole entry, looked up): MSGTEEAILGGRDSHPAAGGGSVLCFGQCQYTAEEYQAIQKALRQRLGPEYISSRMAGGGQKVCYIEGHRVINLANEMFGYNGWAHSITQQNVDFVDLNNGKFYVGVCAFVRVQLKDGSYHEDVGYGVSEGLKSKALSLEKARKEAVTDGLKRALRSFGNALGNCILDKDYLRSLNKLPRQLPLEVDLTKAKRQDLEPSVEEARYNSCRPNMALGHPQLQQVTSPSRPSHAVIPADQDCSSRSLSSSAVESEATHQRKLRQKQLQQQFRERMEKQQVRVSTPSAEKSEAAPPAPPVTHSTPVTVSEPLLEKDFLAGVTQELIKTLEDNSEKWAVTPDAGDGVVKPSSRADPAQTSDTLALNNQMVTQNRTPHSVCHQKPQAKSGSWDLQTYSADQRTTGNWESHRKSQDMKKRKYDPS
* marks the source's active call; other numbers are inactive results; ? = inconclusive; nt = no result given.

#	structure	XiGFP reactiv	ERAP1 HTS inh	esBAF inh	RAD52 anneal inh	ERp5 inh	RAD54 inh	S100A4 inh HTS	E-selectin induc
1	CO[C@H]1CN(C)C(=O)c2cc(NC(=O)Nc3ccc(F)cc3)ccc2OC[C@H](C)NC[C@@H]1C	0.5	-2	-4	1	-1	5	6	-0.2
2	CCOC(=O)N1CCN(C(=O)COC(=O)c2ccc(S(=O)(=O)N(CC)CC)cc2)CC1	-0.1	0	1	-7	1	-1	0	0.7
3	Clc1ccc(C2=NNC(=NCC3CCCO3)SC2)cc1 (configuration not stated)	0.2	-4	nt	-6	-2	5	3	1.7
4	Cc1cccc(C(=O)NCC(=O)NCCCSc2ccccc2)c1	1.5	-1	2	-14	-5	6	-9	nt
5	O=C(NCC[C@@H]1CC[C@H](NC(=O)c2cnccn2)[C@@H](CO)O1)Nc1ccc(Cl)cc1	0.0	5	16	11	-6	6	0	-1.5
6	CCN(CC(=O)Nc1ccc2c(c1)OCCO2)C(=O)COc1cc(C)ccc1Cl	0.1	-4	2	5	0	2	1	0.1
7	C[C@H](NC(=O)N1CCn2c1nc1ccccc12)C(=O)NC1CCCCC1	0.0	0	-3	-2	-1	10	0	nt
8	CCOC(=O)CC(NC(=O)CCS(=O)(=O)c1ccc2c(c1)n(C)c(=O)c(=O)n2C)c1ccc(C)cc1 (configuration not stated)	0.0	-3	-3	-5	1	-20	-9	nt
9	Cc1cccc(C(=O)N/N=C2\CS(=O)(=O)N(C)c3ccsc32)c1	0.0	-5	3	-31	2	-7	-2	19
10	CC(C)c1cccc(-c2ccc3c(c2)S(=O)(=O)c2cccc(C(=O)NC4CCCC4)c2C3=O)c1	0.1	0	-6	2	0	1	-13	-0.2
11	Cc1ccccc1OCc1nnc(SCCN2CCCC2)n1-c1ccccc1	-0.1	0	nt	-32	3	nt	-9	nt
12	C[C@@H]1CN([C@H](C)CO)C(=O)c2cccc(NS(=O)(=O)c3ccc(Cl)cc3)c2O[C@@H]1CN(C)C(=O)Nc1ccc2c(c1)OCO2	-0.8	-1	5	-1	-2	1	-3	-1.3
13	COc1cc(CN2c3ccccc3C(=O)CS2(=O)=O)cc(OC)c1	0.0	nt	0	-44	4	-2	-6	-0.1
14	NC(=O)c1cc(Cl)ccc1OCC(=O)Nc1ccc2c(c1)OCO2	0.3	0	-48	1	-2	-9	0	0.3
15	CCN1CCN(CCCNC(=O)CS(=O)(=O)Cc2nc(-c3cccc(OC)c3)oc2C)CC1	0.0	3	nt	-9	3	nt	2	-0.1
16	COc1ccccc1C(=O)NCCSCc1ccccc1Cl	0.0	2	0	2	-3	-7	3	nt
17	Cc1ccc(S(=O)(=O)N(C)C[C@H]2OCCCC[C@H](C)Oc3ccc(NC(=O)CCCN(C)C)cc3C(=O)N([C@@H](C)CO)C[C@H]2C)cc1	0.2	-4	2	23	0	7	8	nt
18	C[C@@H]1CN([C@@H](C)CO)S(=O)(=O)c2ccc(C3=CCCCC3)cc2O[C@H]1CN(C)Cc1ccncc1	-0.8	-1	-2	1	-8	-3	8	0.5
19	Cc1ccc(SCCNC(=O)/C=C/c2ccc([N+](=O)[O-])cc2)cc1	0.2	2	nt	-5	0	nt	-2	-1.8
20	CC(C)Cc1cc(C(=O)Nc2ccc(F)cc2F)no1	0.0	4	79*	-9	0	2	-4	-0.3
21	COc1cccc(C#Cc2cnc3c(c2)C(=O)N([C@H](C)CO)C[C@@H](C)[C@@H](CN(C)C(C)=O)O3)c1	-0.6	2	6	19	1	2	-3	0.8
22	O=C(c1ccc(CS(=O)c2cccc(Cl)c2)o1)N1CCN(C2CCCCC2)CC1 (configuration not stated)	0.0	0	10	-4	6	-7	1	-1.1
23	Cc1ccc(S(=O)(=O)N(C)C[C@@H]2OCCCC[C@H](C)Oc3ccc(NC(=O)c4ccncc4)cc3C(=O)N([C@H](C)CO)C[C@H]2C)cc1	0.1	-1	12	15	6	-7	1	0.2
24	O=C(CSc1nc(O)c(Cc2ccccc2)c(=O)[nH]1)c1ccccc1	0.0	11	-18	-9	-8	-3	2	-0.4
25	CC(C)=CCCC(C)=CCN1C(=O)CN(C)C1=O	0.2	-3	-6	-7	13	5	-11	-0.2
26	COc1ccc(OCCNC(=O)c2cc(C3CC3)nc3c2cnn3C(C)C)cc1	0.1	-3	15	-20	-5	-21	-10	1.0
27	OC(c1ccc(-c2ccccc2)cc1)c1ncc(-c2ccccc2F)[nH]1 (configuration not stated)	0.0	1	-7	-9	-4	11	-1	0.4
28	CNC(=O)C[C@H]1CC[C@H]2[C@@H](COC[C@H](O)CN2C(=O)c2ccccn2)O1	0.3	-5	0	15	-1	-7	-1	-0.1
29	COc1ccc(C(CNC(=O)c2cccc(S(=O)(=O)N3CCCCC3)c2)N2CCCC2)cc1 (configuration not stated)	0.0	2	3	-20	4	1	4	-0.8
30	CCn1c(SCC(=O)N(C)C2CCS(=O)(=O)C2)nnc1-c1cccs1 (configuration not stated)	0.7	1	-2	-8	-2	nt	-5	nt

Some of the entries above in a different format.
Fields – XiGFP reactiv, ERAP1 HTS inh, esBAF inh, RAD52 anneal inh, ERp5 inh, RAD54 inh, S100A4 inh HTS, E-selectin induc
8) CCOC(=O)CC(NC(=O)CCS(=O)(=O)c1ccc2c(c1)n(C)c(=O)c(=O)n2C)c1ccc(C)cc1 (configuration not stated)
 : 0.0, -3, -3, -5, 1, -20, -9, nt
9) Cc1cccc(C(=O)N/N=C2\CS(=O)(=O)N(C)c3ccsc32)c1
 : 0.0, -5, 3, -31, 2, -7, -2, 19

Not a retest: an excerpt of the list.
#	structure	XiGFP reactiv	ERAP1 HTS inh	esBAF inh	RAD52 anneal inh	ERp5 inh	RAD54 inh	S100A4 inh HTS	E-selectin induc
17	Cc1ccc(S(=O)(=O)N(C)C[C@H]2OCCCC[C@H](C)Oc3ccc(NC(=O)CCCN(C)C)cc3C(=O)N([C@@H](C)CO)C[C@H]2C)cc1	0.2	-4	2	23	0	7	8	nt
18	C[C@@H]1CN([C@@H](C)CO)S(=O)(=O)c2ccc(C3=CCCCC3)cc2O[C@H]1CN(C)Cc1ccncc1	-0.8	-1	-2	1	-8	-3	8	0.5
19	Cc1ccc(SCCNC(=O)/C=C/c2ccc([N+](=O)[O-])cc2)cc1	0.2	2	nt	-5	0	nt	-2	-1.8
20	CC(C)Cc1cc(C(=O)Nc2ccc(F)cc2F)no1	0.0	4	79*	-9	0	2	-4	-0.3
21	COc1cccc(C#Cc2cnc3c(c2)C(=O)N([C@H](C)CO)C[C@@H](C)[C@@H](CN(C)C(C)=O)O3)c1	-0.6	2	6	19	1	2	-3	0.8
22	O=C(c1ccc(CS(=O)c2cccc(Cl)c2)o1)N1CCN(C2CCCCC2)CC1 (configuration not stated)	0.0	0	10	-4	6	-7	1	-1.1
23	Cc1ccc(S(=O)(=O)N(C)C[C@@H]2OCCCC[C@H](C)Oc3ccc(NC(=O)c4ccncc4)cc3C(=O)N([C@H](C)CO)C[C@H]2C)cc1	0.1	-1	12	15	6	-7	1	0.2
24	O=C(CSc1nc(O)c(Cc2ccccc2)c(=O)[nH]1)c1ccccc1	0.0	11	-18	-9	-8	-3	2	-0.4
25	CC(C)=CCCC(C)=CCN1C(=O)CN(C)C1=O	0.2	-3	-6	-7	13	5	-11	-0.2
26	COc1ccc(OCCNC(=O)c2cc(C3CC3)nc3c2cnn3C(C)C)cc1	0.1	-3	15	-20	-5	-21	-10	1.0
27	OC(c1ccc(-c2ccccc2)cc1)c1ncc(-c2ccccc2F)[nH]1 (configuration not stated)	0.0	1	-7	-9	-4	11	-1	0.4
28	CNC(=O)C[C@H]1CC[C@H]2[C@@H](COC[C@H](O)CN2C(=O)c2ccccn2)O1	0.3	-5	0	15	-1	-7	-1	-0.1
29	COc1ccc(C(CNC(=O)c2cccc(S(=O)(=O)N3CCCCC3)c2)N2CCCC2)cc1 (configuration not stated)	0.0	2	3	-20	4	1	4	-0.8
30	CCn1c(SCC(=O)N(C)C2CCS(=O)(=O)C2)nnc1-c1cccs1 (configuration not stated)	0.7	1	-2	-8	-2	nt	-5	nt

Following part
#	structure	XiGFP reactiv	ERAP1 HTS inh	esBAF inh	RAD52 anneal inh	ERp5 inh	RAD54 inh	S100A4 inh HTS	E-selectin induc
31	COc1ccccc1S(=O)(=O)N[C@@H]1CC[C@@H](CC(=O)N2CCCCC2)O[C@H]1CO	0.4	4	-2	2	-2	-5	13	-0.6
32	COCCN(CCOC)S(=O)(=O)c1ccc(C(=O)Nc2ccc([N+](=O)[O-])cc2OC)cc1	-0.1	-2	-5	-12	2	19	-1	4.2
33	O=C(CN(C(=O)CNC(=O)c1ccco1)c1ccc(Cl)c(Cl)c1)NC1CCCCC1	nt	-6	0	6	-8	-8	-4	nt
34	CCOC(=O)c1sc(NC(=O)c2ccccc2OCC)nc1C	0.3	0	nt	-18	0	nt	1	0.1
35	O=C(Cn1cc(COc2ccc(Cl)c(Cl)c2)nn1)NS(=O)(=O)c1ccccc1C(F)(F)F	0.1	-5	1	-21	1	7	-1	0.3
36	CN(C(=O)CSc1ncnc2sccc12)C1CCCCC1	0.1	-1	75*	-13	-1	-3	-3	?
37	CCN1CCN(CC(=O)NC2CCCC2)C(=O)C1=O	0.0	1	-4	5	4	5	-13	0.1
38	C/[N+]([O-])=C\CC(=O)c1ccc(-c2ccccc2)cc1	0.0	-10	nt	-27	2	nt	6	-0.4
39	Cc1cc(C)c2sc(N(CCN(C)C)C(=O)c3ccc4ccccc4c3)nc2c1	0.0	-5	6	6	-1	5	-1	nt
40	CC1CC(=S)Nc2ccccc2N1C(=O)Nc1ccccc1 (configuration not stated)	0.1	-5	nt	-6	4	nt	7	4.8
41	Cc1cc(Cl)nc2c(C(C)C)cccc12	0.2	8	0	-3	-2	1	-5	1.6
42	CCOc1ccc(NC(=O)Nc2ccc3nsnc3c2)cc1	0.4	0	?	-9	3	3	-5	1.0
43	C[C@H](CO)N1C[C@H](C)[C@@H](CN(C)C(=O)Nc2cccc3ccccc23)Oc2ccc(NC(=O)Nc3ccc4c(c3)OCO4)cc2C1=O	0.6	0	-3	-9	3	11	26	-4.8
44	CC=Cc1ccc2n(c1=O)C[C@H]1[C@H](CO)[C@@H](C(=O)NCc3cccc(OC)c3)N[C@@H]21 (mixture of isomers)	0.2	0	0	-5	-3	7	-35	-0.2
45	CCc1cnc(N2[C@@H](C#N)[C@@H](c3ccc(C4=CCCC4)cc3)[C@@H]2CO)s1	0.0	0	-2	-14	3	-8	-9	-0.3
46	C[C@H]1CN([C@@H](C)CO)C(=O)c2cc(NS(=O)(=O)c3ccc(Cl)cc3)ccc2O[C@H]1CN(C)Cc1ccc(Cl)c(Cl)c1	0.1	1	-3	8	-14	2	7	-0.1
